HIF activator = HIF pathway transcriptional activation; U2OS HRE-luciferase reporter, luminescence; normalized: DMSO 0%, desferrioxamine 100%; activation, % at 7.5 µM (by protocol); 300,000 tested, 0.32% active;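 active means mean activation of at least 10% of the iron chelator positive control signal, with at least half of replicates also reaching 10%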
HDAC3 inh = blocks human histone deacetylase 3; O15379; recombinant HDAC3, fluorogenic peptide/trypsin coupled, fluorescence; inhibition, % at 8.3 µM; 320,000 tested, 0.15% active; in the data active means inhibition above about 26%, passing the limit was not always enough
Target sequence (O15379 whole entry, looked up): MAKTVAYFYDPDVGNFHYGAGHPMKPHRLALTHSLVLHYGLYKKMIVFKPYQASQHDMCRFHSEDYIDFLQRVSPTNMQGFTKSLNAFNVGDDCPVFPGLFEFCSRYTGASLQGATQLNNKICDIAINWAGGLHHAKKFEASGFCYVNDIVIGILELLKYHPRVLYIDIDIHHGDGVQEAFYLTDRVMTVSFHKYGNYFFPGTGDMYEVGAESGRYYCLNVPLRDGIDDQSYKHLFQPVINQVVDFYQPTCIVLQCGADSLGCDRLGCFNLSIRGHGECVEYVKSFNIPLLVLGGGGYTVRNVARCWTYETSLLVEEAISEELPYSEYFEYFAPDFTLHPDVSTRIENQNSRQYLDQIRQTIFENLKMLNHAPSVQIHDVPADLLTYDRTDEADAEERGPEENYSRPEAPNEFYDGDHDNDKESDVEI
IEC-6 tox = kills IEC-6 intestinal cells in KLF5 counter-screen; inhibition, % at 5 µM; IEC-6 cytotoxicity, luminescence viability; 290,000 tested, 0.78% active; in the data active means inhibition above about 22%;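 further: 0% = plate median of test compound wells and 100% = cytotoxic reference compound wells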
Platelet DG rel = platelet dense granule release activity; human platelet-rich plasma, SFLLRN dense granule ATP release, luminescence; inhibition, %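 (compounds screened at 7.5 µM in platelet-rich plasma)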; 300,000 tested, 0.22% active; AID 1663;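 active means mean replicate score, as percent of positive control, at or above 50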
AI-2 QS modul = modulators of Vibrio harveyi AI-2 quorum sensing system | AID 2094 | Vibrio harveyi JMH597 AI-2 luminescence/OD600 ratio, 9 h; stronger effect = lower value; strain lacks LuxN and CqsS sensors; 0 = neutral-control median | activity change, % at 7.5 µM | 300,000 tested, 0.4% active; in the data active means activity change below about -75%, passing the limit was not always enough;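 further: luminescence divided by OD600 gain over 9 h not by final OD600 alone; inactives centre near 13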
aSyn 5UTR inh = 5' untranslated region of α-synuclein, MLPCN primary screen. inhibition, % (tested at 7.5 µM). 300,000 tested, 0.82% active. AID 1813. alpha-synuclein 5'UTR reporter, inhibitor activity; in the data active means inhibition above about 60%;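 further: H4 neuroglioblastoma cells stably carrying SNCA 5'UTR luciferase fusion; 0% = DMSO wells and 100% = positive control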
HSF1 inh = HSF1 inhibition; NIH3T3-HGL HSE-luciferase, MG132-induced, luminescence 8 h; stronger effect = lower value; 300,000 tested, 0.77% active; activity change, negative = inhibition, % at 7.5 µM (by protocol);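 active means more than half of replicate wells show activity change below -50%, luminescence cut by over half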;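 further: luciferase reports HSF-1 transcriptional activity via heat shock element; 0% = median of DMSO wells and -100% = zero luminescence signal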
HSF1 activator = increases HSF-1 driven luciferase reporter signal. NIH3T3-HGL HSF-1 luciferase reporter, MG132, 8 h; 100% = twice DMSO control signal. activation, % at 9 µM. 300,000 tested, 1.7% active. AID 504408;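 active means mean replicate activation of at least 50% with a set share of replicates each reaching 50%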;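 further: 0% = median of the neutral control wells and 100% = twice that signal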
HSP90 inh = HSP90 refolding inhibition in rabbit reticulocyte lysate | luciferase refolding luminescence, 3 h | inhibition, % at 5.6 µM | 290,000 tested, 0.91% active;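 active means inhibition above the screen-wide mean plus 3 SD, computed separately per campaign, cut at about 16% in these data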;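 further: 0% = DMSO wells and 100% = 60 µM geldanamycin wells; inhibitors lower the luminescence because luciferase stays unfolded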
KLF5 inhibitor = suppresses KLF5 promoter-driven expression. DLD-1 KLF5 promoter-luciferase reporter, luminescence. inhibition, % at 5 µM. 290,000 tested, 0.23% active;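 active means inhibition above a per-plate limit of that plate's mean compound inhibition plus 3 SD, cut at about 60% in these data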;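 further: 0% = DMSO wells and 100% = LY294002 at 200 µM; higher means less KLF5 promoter-driven luciferase light; inactives centre near -14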
* = called active by the depositor. Compounds were not picked by outcome. About 5% of those tested had a hit in this group.

For Cn1c(/C=N/Nc2nc3ccccc3[nH]2)nc2ccccc21 the results were HIF activator 7.8, HDAC3 inh 6, IEC-6 tox 8, Platelet DG rel 3, AI-2 QS modul 29, aSyn 5UTR inh -188, HSF1 inh 10, HSF1 activator 21, HSP90 inh 9 and KLF5 inhibitor -62.
`Cc1ccc(Cl)cc1N1CCN(Cc2nnnn2Cc2ccco2)CC1` gave HIF activator 2.3, HDAC3 inh 8, IEC-6 tox -2, Platelet DG rel 3, AI-2 QS modul 4, aSyn 5UTR inh -2, HSF1 inh -2, HSF1 activator -1, HSP90 inh 3 and KLF5 inhibitor -15.
`CN(CC(O)CON=C1c2ccccc2-c2ccccc21)S(=O)(=O)c1ccc(Br)cc1` (stereo unspecified) gave HIF activator -0.6, IEC-6 tox -2, Platelet DG rel -12, AI-2 QS modul 15, aSyn 5UTR inh -5, HSF1 inh 15, HSF1 activator 26, HSP90 inh 4 and KLF5 inhibitor -13.
Screening COc1ccc(C(=O)NCC(=O)OCC(=O)NC(=O)NC2CCCCC2)cc1OC returned HIF activator -1.3, HDAC3 inh 0, IEC-6 tox -4, Platelet DG rel 2, AI-2 QS modul 27, aSyn 5UTR inh 13, HSF1 inh -9, HSF1 activator -8, HSP90 inh -3 and KLF5 inhibitor -10.
COc1ccc(NC(=O)CN2CCN(c3ccccc3)CC2)cc1 was read as HIF activator 0.3, HDAC3 inh -10, IEC-6 tox -5, Platelet DG rel 2, AI-2 QS modul 24, aSyn 5UTR inh 3, HSF1 inh 6, HSF1 activator 16, HSP90 inh 0 and KLF5 inhibitor -14.
`Nc1nc(-c2ccc3c(c2)CCCC3)cs1` gave HDAC3 inh -5, IEC-6 tox 1, HSP90 inh 2 and KLF5 inhibitor -157.
`CCOc1ccc(CCNc2nc3c(c(=O)n(C)c(=O)n3C)n2CC)cc1OCC` gave HIF activator -0.4, HDAC3 inh -2, IEC-6 tox -5, Platelet DG rel 12, AI-2 QS modul 17, aSyn 5UTR inh 14, HSF1 inh -3, HSF1 activator 0, HSP90 inh -2 and KLF5 inhibitor -15.
`CN(CC(=O)Nc1ccccc1C(F)(F)F)C(=O)c1ccc(N2C(=O)CCC2=O)cc1` gave HIF activator 0.0, HDAC3 inh 0, Platelet DG rel -10, AI-2 QS modul 34, aSyn 5UTR inh 8, HSF1 inh -5 and HSF1 activator -10.
CC1(C)NC(=O)N(CCOCCOc2ccccc2-c2ccccc2)C1=O was read as HIF activator -0.2, HDAC3 inh 0, IEC-6 tox -8, Platelet DG rel 4, AI-2 QS modul -1, aSyn 5UTR inh 13, HSF1 inh -4, HSF1 activator 2, HSP90 inh -3 and KLF5 inhibitor -3.
`COc1ccc(OC2C(=O)N(c3ccc(C)c(C)c3)C2c2ccc(OC)c(OC)c2)cc1` (stereo unspecified) gave HIF activator -0.5, HDAC3 inh 0, IEC-6 tox 7, Platelet DG rel -1, AI-2 QS modul 21, aSyn 5UTR inh 5, HSF1 inh -3, HSF1 activator 7, HSP90 inh -1 and KLF5 inhibitor -9.
`O=C(NCCc1ccccc1)C1CCCN1C(=O)NCc1ccccc1` (stereo unspecified) gave HIF activator -0.1, HDAC3 inh 3, IEC-6 tox 12, Platelet DG rel 8, AI-2 QS modul 12, aSyn 5UTR inh 3, HSF1 inh -1, HSF1 activator -1, HSP90 inh -1 and KLF5 inhibitor 11.
CC(c1ccccc1)n1c(SCC(=O)Nc2ccccc2)n[nH]c1=O (stereo unspecified) was read as HIF activator -0.2, HDAC3 inh 0, IEC-6 tox 2, Platelet DG rel -5, AI-2 QS modul 1, aSyn 5UTR inh 8, HSF1 inh 4, HSF1 activator -8, HSP90 inh -6 and KLF5 inhibitor -46.
`CN(C)c1cccc(C(=O)OCC(=O)N(C)c2ccccc2)c1` gave HIF activator 0.4, HDAC3 inh 3, IEC-6 tox 9, Platelet DG rel 1, AI-2 QS modul 22, aSyn 5UTR inh 7, HSF1 inh 0, HSF1 activator 26, HSP90 inh 6 and KLF5 inhibitor 0.
For CCn1cc(C(=O)NCCCN2CCCC2)c(=O)c2cc(S(=O)(=O)N3CCc4ccccc4C3)ccc21 the results were HIF activator 0.2, HDAC3 inh 4, IEC-6 tox 4, Platelet DG rel -3, AI-2 QS modul -3, aSyn 5UTR inh 2, HSF1 inh -1, HSF1 activator 1, HSP90 inh 5 and KLF5 inhibitor 28.
For CC(C)CN(C(=O)COC(=O)CSc1ccccc1)c1c(N)n(Cc2ccccc2)c(=O)[nH]c1=O the results were HIF activator -1.0, HDAC3 inh -4, Platelet DG rel -2, AI-2 QS modul 20, aSyn 5UTR inh 10, HSF1 inh -6 and HSF1 activator -12.
For COc1ccc(/C=C2\SC(=O)N(CC(=O)NC3C=CS(=O)(=O)C3)C2=O)cc1 (stereo unspecified) the results were HIF activator 0.2, HDAC3 inh 3, IEC-6 tox 12, Platelet DG rel 5, AI-2 QS modul -3, aSyn 5UTR inh -45, HSF1 inh -15, HSF1 activator -32, HSP90 inh 3 and KLF5 inhibitor -61.
For COc1ccc(CNC(=O)[C@@H](C)NC(=O)C2CCN(C(=O)[C@@H](N)CCSC)CC2)cc1 the results were HIF activator 0.0, HDAC3 inh 0, IEC-6 tox 1, Platelet DG rel -1, AI-2 QS modul 29, aSyn 5UTR inh 19, HSF1 inh 0, HSF1 activator 11, HSP90 inh 0 and KLF5 inhibitor -2.
Screening CCCCCN(C(=O)CCC(=O)OCC(=O)Nc1ccc(C)cc1F)c1c(N)n(CCCC)c(=O)[nH]c1=O returned HIF activator 0.3, HDAC3 inh -1, IEC-6 tox 5, Platelet DG rel -2, AI-2 QS modul 22, aSyn 5UTR inh 16, HSF1 inh 1, HSF1 activator 2, HSP90 inh 1 and KLF5 inhibitor 2.
`CCOC(=O)N/N=C/c1ccc(F)cc1` gave HIF activator 0.9, HDAC3 inh -7, IEC-6 tox 3, Platelet DG rel -4, AI-2 QS modul 1, aSyn 5UTR inh -45, HSF1 inh 2, HSF1 activator 14, HSP90 inh -2 and KLF5 inhibitor -34.
For CC(C)Nc1nc(NC(C)(C)C)nc(Oc2ccc(=O)n(C)n2)n1 the results were HIF activator 0.0, HDAC3 inh 1, IEC-6 tox 1, Platelet DG rel -1, AI-2 QS modul 15, aSyn 5UTR inh 2, HSF1 inh -1, HSF1 activator -4, HSP90 inh 2 and KLF5 inhibitor -9.
Screening C=CCn1c(COc2ccccc2)nnc1SCC(=O)N/N=C/c1cc(Cl)ccc1O returned HIF activator -0.3, HDAC3 inh -2, IEC-6 tox 1, Platelet DG rel 5, AI-2 QS modul 98, aSyn 5UTR inh 10, HSF1 inh -10, HSF1 activator -5, HSP90 inh 2 and KLF5 inhibitor -1.
CCCc1nnc(NC(=O)CCC(=O)N2CCC(Cc3ccccc3)CC2)s1 was read as HIF activator -0.2, HDAC3 inh 9, IEC-6 tox -8, Platelet DG rel -6, AI-2 QS modul 43, aSyn 5UTR inh -2, HSF1 inh 2, HSF1 activator -10, HSP90 inh -2 and KLF5 inhibitor -32.
For CC(=O)N1CCCc2cc(S(=O)(=O)CCC(=O)N3CCN(c4ccccc4)CC3)ccc21 the results were HIF activator -0.2, HDAC3 inh -6, IEC-6 tox -6, Platelet DG rel -6, AI-2 QS modul 5, aSyn 5UTR inh -16, HSF1 inh 0, HSF1 activator 3, HSP90 inh 1 and KLF5 inhibitor -7.
`CCOC(=O)c1sc(NC(=O)CN2CC(C)OC(C)C2)nc1C` (stereo unspecified) gave HIF activator -46, HDAC3 inh 2, IEC-6 tox -3, Platelet DG rel -14, AI-2 QS modul 13, aSyn 5UTR inh 23, HSF1 inh -3, HSF1 activator -1, HSP90 inh 2 and KLF5 inhibitor -22.
For CCn1c(C)cc(/C=C2/NC(=O)N(Cc3ccccc3F)C2=O)c1C the results were HIF activator 0.0, HDAC3 inh -2, IEC-6 tox 10, Platelet DG rel -1, AI-2 QS modul 2, aSyn 5UTR inh 16, HSF1 inh 1, HSF1 activator 16, HSP90 inh 1 and KLF5 inhibitor -9.
For O=C(NCc1cccnc1)c1ccc(CN2CCc3ccccc3C2)cc1 the results were HIF activator 0.1, HDAC3 inh -5, IEC-6 tox 2, Platelet DG rel 2, AI-2 QS modul 2, aSyn 5UTR inh 12, HSF1 inh -6, HSF1 activator 12, HSP90 inh 1 and KLF5 inhibitor -8.
For S=C(Nc1ccccc1)Nn1cnnc1 the results were HIF activator -0.1, HDAC3 inh 0, IEC-6 tox -12, Platelet DG rel 4, AI-2 QS modul 48, aSyn 5UTR inh 11, HSF1 inh -8, HSF1 activator 15, HSP90 inh -3 and KLF5 inhibitor 4.
Screening CC(C)(C)n1nnnc1C(c1cccnc1)N(Cc1ccccc1)Cc1cccs1 (stereo unspecified) returned HIF activator 0.9, HDAC3 inh -3, IEC-6 tox -5, Platelet DG rel 3, AI-2 QS modul 17, aSyn 5UTR inh 3, HSF1 inh -9, HSF1 activator 7, HSP90 inh 2 and KLF5 inhibitor 8.
Clc1ccc(-c2nc3ncccn3c2Nc2ccc3c(c2)OCCO3)cc1 was read as HIF activator 0.6, HDAC3 inh 0, IEC-6 tox -6, Platelet DG rel 2, AI-2 QS modul 14, aSyn 5UTR inh -3, HSF1 inh -13, HSF1 activator 2, HSP90 inh 0 and KLF5 inhibitor -29.
For Cc1cc(=O)oc2cc(OC(C)C(=O)Nc3nccs3)ccc12 (stereo unspecified) the results were HIF activator 0.3, HDAC3 inh -4, IEC-6 tox 0, Platelet DG rel -1, AI-2 QS modul 27, aSyn 5UTR inh 13, HSF1 inh -2, HSF1 activator 13, HSP90 inh 1 and KLF5 inhibitor -23.
`O=C(NCCCN1CCOCC1)c1ccc(Sc2ccccc2Cl)c([N+](=O)[O-])c1` gave HIF activator -0.3, HDAC3 inh 0, IEC-6 tox -6, Platelet DG rel 11, AI-2 QS modul 24, aSyn 5UTR inh 9, HSF1 inh -7, HSF1 activator 6, HSP90 inh 1 and KLF5 inhibitor -30.
Screening Cc1cc2n(n1)C(c1ccccc1)CC(c1ccc(Br)cc1)=N2 (stereo unspecified) returned HDAC3 inh -4, IEC-6 tox -4, HSP90 inh 9 and KLF5 inhibitor -57.
Screening O=C(COc1ccc2ccc(=O)oc2c1)NCCCN1CCCC1=O returned HIF activator -0.2, HDAC3 inh -8, IEC-6 tox -4, Platelet DG rel 6, AI-2 QS modul 15, aSyn 5UTR inh 10, HSF1 inh -3, HSF1 activator 4, HSP90 inh 0 and KLF5 inhibitor -22.
For CC(C)OC(=O)C1=C2SCC(=O)N2C(N)=C(C#N)C1 the results were HIF activator -1.2, HDAC3 inh 2, IEC-6 tox -4, AI-2 QS modul 22, aSyn 5UTR inh 18, HSF1 inh 1, HSF1 activator 27, HSP90 inh 0 and KLF5 inhibitor -18.
Screening COc1ccc(N2CCN(C(=O)c3ccc(COc4ccc5c(C)cc(=O)oc5c4)cc3)CC2)cc1 returned HIF activator 0.0, HDAC3 inh 0, IEC-6 tox -5, Platelet DG rel -2, AI-2 QS modul 20, aSyn 5UTR inh -9, HSF1 inh -13, HSF1 activator 0, HSP90 inh -2 and KLF5 inhibitor 1.
`CNC(=O)CN1C(=O)c2ccccc2S1(=O)=O` gave HDAC3 inh -11, IEC-6 tox 4, Platelet DG rel 7, AI-2 QS modul 4, aSyn 5UTR inh 12, HSF1 inh -2, HSF1 activator 0, HSP90 inh 0 and KLF5 inhibitor -9.
